# sEH inhibitor: soluble epoxide hydrolase inhibitors, primary screen, biochemical, human sEH; Bifunctional epoxide hydrolase 2 (Homo sapiens), P34913; 0.34% of 91,000 active; inhibition, % at 2 µM; recombinant human sEH enzymatic activity assay; in the data active = inhibition above about 80%; note: values of inactives mirror those of a sister screen read the other way; many of its hits are not listed in these tables
# Target sequence (P34913 whole entry, looked up): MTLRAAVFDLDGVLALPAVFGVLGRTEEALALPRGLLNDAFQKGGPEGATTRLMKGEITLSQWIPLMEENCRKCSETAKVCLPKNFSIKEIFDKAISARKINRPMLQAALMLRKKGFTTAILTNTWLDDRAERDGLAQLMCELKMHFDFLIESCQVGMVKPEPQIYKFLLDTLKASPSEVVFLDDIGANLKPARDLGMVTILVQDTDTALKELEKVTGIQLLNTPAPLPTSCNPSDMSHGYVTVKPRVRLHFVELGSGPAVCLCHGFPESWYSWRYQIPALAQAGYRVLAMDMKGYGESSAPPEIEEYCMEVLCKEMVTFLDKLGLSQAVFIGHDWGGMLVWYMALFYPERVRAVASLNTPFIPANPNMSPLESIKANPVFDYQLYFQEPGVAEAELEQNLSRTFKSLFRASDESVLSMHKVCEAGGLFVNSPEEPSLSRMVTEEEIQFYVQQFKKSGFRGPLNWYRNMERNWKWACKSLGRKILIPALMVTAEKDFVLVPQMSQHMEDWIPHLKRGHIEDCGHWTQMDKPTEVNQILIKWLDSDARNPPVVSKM
# Smad3 inh: Smad3/FoxH1 peptide binding inhibitors, primary screen, biochemical, TR-FRET; Mothers against decapentaplegic homolog 3 (Homo sapiens), P84022; TR-FRET Smad3/Dy647-FoxH1 peptide binding, europium anti-His; inhibition, % at 25 µM; 0.29% of 88,000 active; AID 630, 2007;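 active = compounds that reduce the energy-transfer binding signal between the protein and its labelled peptide by more than half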;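 note: 0% = Smad3 plus labelled peptide maximal FRET and 100% = peptide-only background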
# Target sequence (P84022 whole entry, looked up): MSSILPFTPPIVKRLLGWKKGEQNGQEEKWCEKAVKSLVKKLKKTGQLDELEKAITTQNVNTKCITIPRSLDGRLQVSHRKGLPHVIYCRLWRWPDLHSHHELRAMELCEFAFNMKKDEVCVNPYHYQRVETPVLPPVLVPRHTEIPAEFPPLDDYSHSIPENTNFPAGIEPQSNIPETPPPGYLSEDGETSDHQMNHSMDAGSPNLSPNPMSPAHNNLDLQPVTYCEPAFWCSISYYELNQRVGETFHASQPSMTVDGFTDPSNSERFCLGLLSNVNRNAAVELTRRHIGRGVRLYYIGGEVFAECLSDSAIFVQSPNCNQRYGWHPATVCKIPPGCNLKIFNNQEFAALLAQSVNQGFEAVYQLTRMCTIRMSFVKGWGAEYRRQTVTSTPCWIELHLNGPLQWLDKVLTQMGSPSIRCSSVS
# F-actin modifier: modifiers of F-actin cytoskeleton organization, primary screen, imaging, HUVEC, phalloidin staining, high-content imaging; 0.18% of 91,000 active; inhibition, % at 2 µM; HUVEC TNFa F-actin phalloidin imaging;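 active = inhibition above the batch mean plus 3 SD and confirmed as a hit by visual image inspection, cut at about 30% in these data, passing the limit was not always enough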; note: strong numbers were not always called active
# Calb biofilm kill: clotrimazole potentiators killing Candida biofilms, primary screen, with clotrimazole, Alamar Blue. AID 834, 2007. C. albicans biofilm + clotrimazole. inhibition, % at 6 µM. 0.14% of 85,000 active;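 active = inhibition above 20%; inactive = inhibition below 20%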;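 note: preformed 24 hr biofilms exposed to compound for 48 hr; 0% = biofilm without compound and 100% = blank killed by clotrimazole plus chlorhexidine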
# IL1B cytotox: cytotoxicity in IL-1B stimulated HUVEC, primary screen, cytotoxicity control for IL-1B NFkB translocation project, imaging, Hoechst nuclear count, IL-1B stimulus; cell count reduction, % at 2 µM; HUVEC cell count loss; 0.41% of 94,000 active;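 active = cell count reduction more than 3 SD above the screen-wide mean, cut at about 70% in these data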;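 note: normalized per plate to untreated control cells as the no-loss baseline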
# ERb SRC1 inh: inhibitors of ERβ-SRC1 coactivator interaction, primary screen, biochemical, TR-FRET, ERβ LBD, SRC-1 peptide. Estrogen receptor beta (Homo sapiens), Q92731. TR-FRET ER-beta LBD / SRC1-Cy5 peptide binding; receptor agonist-loaded with 1 µM estradiol. inhibition, % at 25.6 µM. 1.3% of 86,000 active. AID 633, 2007;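 active = compounds whose percent inhibition of the receptor-coactivator binding signal exceeds about 50% in the single-dose screen, limit read from the data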;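 note: 0% = receptor plus peptide wells without compound and 100% = peptide-only wells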
# VCAM1 TNFa inh: inhibitors of TNFa-induced VCAM1 expression, primary screen, imaging, HUVEC, TNFa stimulus, immunofluorescence | HUVEC TNFa-induced VCAM-1 immunofluorescence, high-content imaging | inhibition, % at 2 µM | 0.48% of 95,000 active | AID 802, 2007;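 active = inhibition above the batch mean plus 3 SD, with images confirmed as a hit by eye, cut at about 37% in these data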;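 note: 0% = TNF-stimulated DMSO wells and 100% = unstimulated control wells; not every result past the cut was called active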
# sEH act: soluble epoxide hydrolase activators, primary screen, biochemical, human sEH; activation, % at 2 µM; 0.04% of 91,000 active; Bifunctional epoxide hydrolase 2 (Homo sapiens), P34913; purified human sEH enzymatic activity, activator screen; in the data active = activation above about 37%; note: values of inactives mirror those of a sister screen read the other way
# TNFa cytotox: cytotoxicity in TNFa-stimulated HUVEC, primary screen, cytotoxicity control for VCAM1 expression modulator project, imaging, Hoechst nuclei count; HUVEC TNFalpha-stimulated, Hoechst cell count; cell count reduction, % at 2 µM; 0.17% of 93,000 active; AID 848, 2007;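 active = cell count reduction exceeding the screen mean by over 5 SD, scaled to untreated wells per plate, cut at about 78% in these data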;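 note: cells counted after 24 h of TNF alpha exposure following the 1 h pretreatment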
# * = called active by the depositor; x = no result given; [ ] = remark or other dose. Some of the compounds tested. The share of hits here may be higher or lower than overall.
Molecule,sEH inhibitor,Smad3 inh,F-actin modifier,Calb biofilm kill,IL1B cytotox,ERb SRC1 inh,VCAM1 TNFa inh,sEH act,TNFa cytotox
Cc1cccc(N2C(=O)NC(=O)/C(=C\c3cccn3-c3ccc(Cl)cc3)C2=O)c1,7.1,x,-18.1,x,4.2,x,-2.0,-8.7,-25.7
CCN(CC)CCCN=Cc1c(O)n(CCc2ccc(F)cc2)c(=O)[nH]c1=O,16.9,-7.2,49.2,5.8,-164.8,-0.1,11.4,-16.9,-27.9
Cc1ccc(N2C(=O)NC(=O)/C(=C/c3ccc(OC(=O)c4cccs4)cc3)C2=O)cc1,4.2,x,-17.3,x,-82.0,x,7.6,-5.6,30.4
FC(F)(F)c1ccccc1CN1CCN(Cc2ccccc2)CC1,3.3,x,0.4,x,14.7,x,4.1,-1.8,-3.0
CCN(CC)c1ccc(CN(C)CCc2ccc(OC)c(OC)c2)cc1,-11.3,x,21.4,x,-4.2,x,0.5,13.8,-6.0
N#Cc1cc2c(nc1SCC(=O)Nc1cc(Cl)cc(Cl)c1)C1CCN2CC1,4.8,14.5[fluorescence artefact?],-8.7,2.4,-16.9,1.9[fluorescence artefact?],-0.6,-2.0,21.9
CN(C)CCN=Cc1c(O)n(Cc2ccco2)c(=O)[nH]c1=O,-11.3,-3.5,10.1,-2.0,1.3,-4.4,9.9,15.4,-11.9
O=C(Cn1c2c(c(-c3ccccc3Cl)cc1=O)CCC2)N1CCC2(CC1)OCCO2,9.1,14.4,-12.1,4.4,-27.0,-15.2[fluorescence artefact?],3.7,-6.0,1.3
Cc1ccc(Cl)cc1-n1c(O)c(C=NCCCN2CCOCC2)c(=O)[nH]c1=O,-4.5,7.0,-8.8,9.4,10.1,2.4[fluorescence artefact?],4.3,3.3,-33.3
Clc1ccc2c(c1)C(c1ccccc1Cl)=NCc1nncn1-2,-5.3,12.4[fluorescence artefact?],23.4,8.0,-24.7,-2.9[fluorescence artefact?],-18.9,8.4,-40.0
O=C(c1csc2c1CCCCC2)N1CCC2(CC1)OCCO2,-12.7,0.5,-4.2,3.5,-12.0,14.6,-15.0,14.2,1.3
O=C(NCc1ccc(C(=O)N2CCC3(CC2)OCCO3)cc1)c1cccc(Br)c1,18.8,-8.1,-3.8,12.4,-23.5,8.6[fluorescence artefact?],-2.6,-18.3,-23.7
O=C(CCN1CCOCC1)NCC(=O)Nc1ccc(Br)cc1C(=O)c1ccccc1,-4.0,-4.9,4.3,-2.0,-41.3,0.8[fluorescence artefact?],-7.5,2.1,-12.1
CN(C)C(=O)Oc1c(Cl)cc(Cl)c2ccccc12,8.9,-5.2,16.9,-1.3,4.6,5.0,6.2,-14.0,-28.6
Cc1cc(N(CCCl)CCCl)ccc1/C=N/NC(=O)c1ccco1,5.2,x,-10.4,x,13.3,x,4.6,-6.3,1.0
CC(=O)N1N=C2C3CCN(CC3)C2C1c1ccccc1 (stereo unspecified),-12.9,x,1.7,x,12.4,x,3.7,13.9,-18.2
Cc1[nH]c2c(Cl)cccc2c1CCN,-0.5,-7.8[fluorescence artefact?],0.8,-2.7,-38.2,4.1,-5.7,1.8,-8.1
CSC1=NP(=S)(SC)N2CCCC2=C1C#N (stereo unspecified),-0.1,-0.2,-13.4,4.5,-36.0,4.2,x,1.4,x
c1ccc(C2=NP(N3CCOCC3)(N3CCOCC3)=NC(N3CCOCC3)=N2)cc1,x,1.5,31.6,1.7,-4.2,-4.7,5.2,x,-31.1
CCOc1c(P(=S)(N(C)C)N(C)C)c(C)nn1-c1ccccc1,15.2,-3.9,15.4,-6.9,-6.5,-2.8[fluorescence artefact?],9.1,-15.6,-24.9
O=C1C2(c3ccccc3)CN3CN(C2)CC1(c1ccccc1)C3,17.0,-8.3,1.4,5.5,-9.0,-7.7,10.6,-14.4,-17.6
CCC12C=CCN3CCC4(c5cc(Br)c(OC)cc5N(C)C4C(O)(C(=O)OC)C1OC(C)=O)C32 (stereo unspecified),12.3,x,19.9,x,-20.2,x,0.5,-9.5,6.3
O=c1[nH]c(=O)n(Cc2ccc(F)cc2)c(O)c1C=NCC1CCCO1 (stereo unspecified),-2.6,9.3[fluorescence artefact?],-31.3,x,11.3,-12.4,1.2,1.4,0.8
O=c1[nH]c(CN2CC=C(c3ccccc3)CC2)nc2cc(C(F)(F)F)ccc12,7.8,2.9,-13.6,5.5,-88.2,-10.0,-6.5,-9.6,5.5
O=C(CCC(=O)N1CCC2(CC1)OCCO2)Nc1nnc(C(F)(F)F)s1,3.4,21.5,-3.6,8.5,-67.6,-5.7,4.2,-0.1,-3.8

# The final three entries of the part above come first, to join the parts:
Molecule,sEH inhibitor,Smad3 inh,F-actin modifier,Calb biofilm kill,IL1B cytotox,ERb SRC1 inh,VCAM1 TNFa inh,sEH act,TNFa cytotox
O=c1[nH]c(=O)n(Cc2ccc(F)cc2)c(O)c1C=NCC1CCCO1 (stereo unspecified),-2.6,9.3[fluorescence artefact?],-31.3,x,11.3,-12.4,1.2,1.4,0.8
O=c1[nH]c(CN2CC=C(c3ccccc3)CC2)nc2cc(C(F)(F)F)ccc12,7.8,2.9,-13.6,5.5,-88.2,-10.0,-6.5,-9.6,5.5
O=C(CCC(=O)N1CCC2(CC1)OCCO2)Nc1nnc(C(F)(F)F)s1,3.4,21.5,-3.6,8.5,-67.6,-5.7,4.2,-0.1,-3.8
Cc1ccc(-c2nc(CS(=O)CC(=O)N3CCC4(CC3)OCCO4)c(C)o2)cc1 (stereo unspecified),9.9,9.1,-4.7,6.7,-0.8,-9.0,13.9,-6.4,11.3
CC(=NCCCN1CCCCC1)c1c(O)n(Cc2ccccc2)c(=O)[nH]c1=O,0.6,-7.4,7.7,3.2,-64.7,11.9,0.9,-3.2,-11.7
CSc1ccc(C(=O)C(C)(C)N2CCOCC2)cc1,3.4,4.9,-4.6,2.7,4.0,-27.1,8.3,-0.6,-17.1
N=Cc1c(O)n(-c2cccc(Cl)c2)c(=O)[nH]c1=O,-12.3,-11.9,4.0,-0.3,22.0,12.2,-4.9,9.9,0.8
[O-][n+]1onc2c1CCC1N(O)CCC21O (stereo unspecified),14.6,11.0,42.6,7.7,-2.4,5.0,-2.3,-11.2,-13.0
C=Cn1ccnc1P(=S)(c1c(C)nn(-c2ccccc2)c1C)c1nccn1C=C,3.8,-7.2,11.6,4.8,-9.2,42.3,-40.3,-2.4,-43.5
Cc1ccc2c(c1)C1CN(C)CCC1N2C(=O)Nc1cccc(C(F)(F)F)c1 (stereo unspecified),-3.0,2.7,-4.1,-2.7,39.7,-5.7,20.9,4.5,-20.2
CC(=O)c1ccccc1NC(=O)C1C2CCC(O2)C1C(=O)O (stereo unspecified),1.6,5.5,6.9,8.0,20.0,3.6,22.2,-2.3,-16.2
CC(=O)OC1(Cc2ccccc2)CN2CCC1c1ccccc12 (stereo unspecified),4.9,-2.1,9.6,3.4,4.6,-14.7,2.5,-3.0,-14.8
CCOc1cc(C2NCc3ccccc3-n3cccc32)ccc1O (stereo unspecified),10.6,-8.9,-99.1,5.2,-9.8,0.4,0.6,-8.8,-16.2
CCOC(=O)c1sc(/N=C/c2c(O)n(-c3ccccc3)c(=O)[nH]c2=O)c(C#N)c1C,3.0,x,9.5,x,-11.5,x,4.3,-1.7,-36.1
COc1cc2[nH]c(=O)n(-c3ccccc3)c(=O)c2cc1OC,0.3,-0.9,-17.9,-6.0,24.3,-5.4,3.4,0.0,-4.6
Cc1cccc(C)c1NC(=O)c1cccn(Cc2ccc3c(c2)OC(F)(F)O3)c1=O,7.0,x,-7.2,x,-12.9,x,3.0,-4.8,-6.3
Cc1cccc(NC(N)=S)c1,6.9,x,-10.4,x,15.7,x,2.8,-5.0,x
Cc1nonc1-c1nc(-c2nonc2N)n[nH]1,8.2,-9.8,13.6,x,-1.9,-5.3,-7.2,-5.5,-23.7
CC1(C)N(O)C2CCCCC2N1O (stereo unspecified),-15.7,8.2,3.3,8.5,27.4,-5.7,-21.0,14.7,-3.3
Cc1cc(/C=C2/C(=O)NC(=O)N(c3ccccc3)C2=O)c(C)n1-c1ccc(F)cc1,-5.6,-5.9,-11.9,3.3,20.9,42.6,16.9,6.0,0.0
CC(NCc1ccccc1Cl)C(O)c1ccccc1 (stereo unspecified),9.9,x,2.6,x,-0.7,x,2.5,-7.4,-2.5
O=C(C1c2ccccc2C(=O)N2CCc3ccccc3C12)N1CCC2(CC1)OCCO2 (stereo unspecified),2.9,7.6,15.3,12.2,2.3,-5.6[fluorescence artefact?],-1.7,-4.6,-51.3
CC(=NCc1ccco1)c1c(O)n(-c2ccccc2)c(=O)[nH]c1=O,-19.9,-5.3,8.4,4.7,-2.5,10.8[fluorescence artefact?],-2.3,19.8,2.1
CN(C)CC1CSCCC1(O)c1ccccc1Cl (stereo unspecified),-4.3,-5.2,2.3,3.1,13.5,-7.1,16.0,6.9,-6.4
Nc1ccc(S(=O)(=O)N2CC3CC(C2)c2cccc(=O)n2C3)cc1 (stereo unspecified),-0.9,1.8,-3.6,2.4,22.6,-6.5[fluorescence artefact?],18.9,4.6,42.5
CN1CCC(N(C)Cc2cccnc2)CC1,5.4,4.0,11.5,-1.6,-15.5,-14.1,-2.1,-3.5,-33.9
c1ccc2c(CCNC3=NCCC3)c[nH]c2c1,6.8,-9.0,6.7,12.7,5.5,-0.5,13.4,-6.4,-21.6
Cc1ccc2c(c1)N(CCC(=O)N1CCC3(CC1)OCCO3)C(=O)CO2,7.4,10.3[fluorescence artefact?],-56.8,6.9,-25.3,-18.4,1.3,-8.1,-20.0

# Remaining list, next part:
Molecule,sEH inhibitor,Smad3 inh,F-actin modifier,Calb biofilm kill,IL1B cytotox,ERb SRC1 inh,VCAM1 TNFa inh,sEH act,TNFa cytotox
CCc1ccc(C(=O)C23CN4CN(CN(C4)C2)C3)cc1,-8.1,-3.5,-1.9,6.8,-22.8,-12.2,-9.6,7.8,-41.6
O=[N+]([O-])c1ccc(N2CCNCC2)cc1NCC1CCCO1 (stereo unspecified),17.3,x,-8.2,x,-1.1,x,-20.6,-16.8,-19.1
O=c1[nH]c(=O)n(Cc2ccco2)c(O)c1C=NCc1cccs1,-2.4,-4.4,5.4,6.4,8.6,21.8,11.1,0.6,-8.0
CCC(=Nc1cc(OC)ccc1OC)c1c(O)[nH]c(=O)[nH]c1=O,-12.1,-12.2,-16.5,-4.5,-16.7,-7.4,-14.6,14.2,10.8
CSc1ncc(/C=C2/C(=O)NC(=O)N(C3CCCCC3)C2=O)cn1,7.7,x,-18.4,x,-21.8,x,3.8,-8.6,0.0
CCCCn1c(O)c(C(C)=NCCCN(C)C)c(=O)[nH]c1=O,-8.5,3.0,-15.9,5.1,25.1,-10.1[fluorescence artefact?],-2.7,5.4,-12.6
CCOc1cccc(OCC)c2c(C)[n+](CC3CCCO3)c(C)c1-2 (stereo unspecified),-5.7,11.0,x,10.6,-7.3,-1.8,-32.0,2.7,6.8
Cc1nc2c(=O)n(C)c(=O)nc-2n(C)n1,31.9,80.5*,3.3,5.0,-15.9,-7.9,-9.6,-28.9,-14.7

# High-throughput results (PubChem BioAssay)
